Assay outcomes deposited in PubChem BioAssay by several laboratories.
b-catenin transl: beta-catenin nuclear translocation modulation; HeLa beta-catenin nuclear translocation, immunofluorescence imaging; nuclear translocation activity, % at 5 µM; AID 1665; hit rate 0.3% among 190,000;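 active = nuclear translocation activity above 50% at 5 µM, with a well cell count of 50 or more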;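 note: per-cell ratio of nuclear to cytoplasmic median beta-catenin stain intensity; plate controls were DMSO negative control for no effect and GSK-3 inhibitor IX positive control for full effect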
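Technique: fluorescence imaging of beta-catenin antibody stain plus DAPI / Material: human HeLa cell line / Incubation: compound treatment 24 h, 37°C, 5% CO2 / Read-out basis: % activation of per-cell nuclear versus cytoplasmic median beta-catenin signal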
Dynein transport: dynein cargo transport inhibition. hit rate 0.47% among 220,000. 3617.4 mouse cells, GR-EGFP nuclear translocation imaging; test concentration mostly 20 µM; stimulated with dexamethasone, 1 µM; active compounds read low. z-score, hits read low. AID 1381;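 active = plate z-score of nuclear minus cytoplasmic receptor signal below a set negative limit, without overly bright fluorescence or cell loss, cut at about -3.5 in these data, passing the limit was not always enough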;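 note: z-score of nuclear minus cytoplasmic ring GR-EGFP intensity difference per well; some compounds called inactive have numbers as strong as hits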
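medium = tetracycline-free induction medium containing charcoal-stripped FBS | probe or stimulus = dexamethasone, 1.0 µM final | timing = 48 h induction, then 1 h compound, then 30 min agonist, 37 °C | detection = automated 10x imaging of fixed Hoechst-stained cells | read-out basis = nuclear versus cytoplasmic GR-EGFP signal, averaged per well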
Insulin prom up: MIN6 insulin promoter up-regulation | MIN6 insulin promoter-GFP reporter, high-content imaging; active compounds read high | z-score at 5 µM | hit rate 0.3% among 190,000 | AID 1625;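 active = z-score above 3 at 5 µM with at least 500 cells counted in the well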
WT yeast gro inh: growth inhibition of WT yeast, mitochondrial fusion screen | inhibition, % at 10 µM | mitochondrial fusion phenotypic screen, WT strain | hit rate 2.1% among 190,000; in the data active = inhibition above about 58%; tested in S. cerevisiae
CSM14.1 death rescue: rescue of cells from ER stress-induced death, primary screen, 384-well, CSM14.1, thapsigargin, ATP luminescence (AID 1222). CSM14.1 thapsigargin-induced death rescue, ATP luminescence; higher % means a stronger effect. cellular ATP content (survival), % at 20 µM, or EC50 in µM where a hit was titrated. 190,000 tested, under 10 active;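 active = EC50 below 50 µM in the dose-response confirmation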;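 note: death triggered by thapsigargin at about 15 µM added after 2 h compound pretreatment; cell ATP read after overnight thapsigargin exposure of roughly 18 to 22 hours; normalized against plate controls of thapsigargin alone and 5% DMSO vehicle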
MT stabilizer: microtubule stabilizers in HeLa cells; HeLa tubulin immunostaining HCS, 24 h; share of cells brighter than vehicle mean+2SD; % tubulin-high responders, % at 10 µM; hit rate 0.83% among 200,000; AID 2205;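 active = plate Z-score above 3 for both tubulin-high and condensed-nucleus cell shares, with cell loss under 80%, at 10 µM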;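 note: anti alpha tubulin signal scored within the nucleus-defined area of each cell; some results filed as inactive read as strong as hits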
XIAP antagonists: small molecules displacing peptide from XIAP – biochemical, IAP family, fluorescence polarization (AID 1018); XIAP BIR domain, fluorescence polarization peptide displacement; higher % means a stronger effect; one-dose displacement, % at 20 µM; IC50 in µM for titrated hits; hit rate 0.007% among 200,000; in the data active = displacement above about 50%; note: a part of the inactive calls stands beside numbers as strong as those of hits
Autophagy mod: autophagy modulation, high-content screen | hit rate 0.98% among 190,000 | calls only at 10 µM (by protocol) | MEF GFP-LC3 puncta imaging; test concentration mostly 10 µM;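 active = percentage of spot-positive cells more than 3 SD above its plate mean, without a fluorescence outlier flag or 80% toxicity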;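 note: spot-positive cell cutoff set from DMSO-treated cells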
Lipid droplet: modulators of hepatic lipid droplet formation. inhibition, % at 6.5 µM. AML12 mouse hepatocytes, oleate lipid droplets, BODIPY imaging. hit rate 0.4% among 240,000. AID 1656;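 active = lipid droplet intensity inhibited by at least 50%, with more than 500 cells counted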
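Test system: AML12 mouse liver cells; schedule: overnight exposure; technique: high-content imaging of BODIPY-stained droplets and DAPI nuclei; read-out: % inhibition of corrected integrated BODIPY droplet signal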
WT yeast gro inh mutant strain: further read-out of WT yeast gro inh, marked with its call; inhibition, %; mitochondrial fusion phenotypic screen, mutant strain inhibition
Dynein transport cytoplasmic EGFP: also measured in Dynein transport; calls as there; z-score; measured here: cytoplasmic GR-EGFP intensity; active compounds read high
Dynein transport nuclear GR-EGFP: recorded beside Dynein transport, whose call it bears; z-score; measured here: nuclear GR-EGFP intensity;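 lower value marks the stronger effect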
Dynein transport cell count: further read-out of Dynein transport, marked with its call; z-score; measured here: cell count per field
Insulin prom up cell count: further read-out of Insulin prom up, marked with its call; cell count; measured here: cytotoxicity, nuclei count;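 total cells summed across four imaged fields per well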
Lipid droplet cells 6.5 µM: second read-out of Lipid droplet, no call of its own (marks repeat the call); cell count; measured here: cell count, cytotoxicity flag;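 cells counted across two imaged fields per well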
b-catenin transl cell count 5 µM: further read-out of b-catenin transl, marked with its call; cell count; measured here: cell count, cytotoxicity flag
MT stabilizer Hoechst-high %: recorded beside MT stabilizer, whose call it bears; % Hoechst-high responders; measured here: nuclear condensation Hoechst responders;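 share of cells brighter than vehicle mean plus two SD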
MT stabilizer cytotoxicity %: recorded beside MT stabilizer, whose call it bears; toxicity, %; measured here: cytotoxicity by cell density;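 0% = mean cell density of plate MIN control wells and 100% = no cells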
Autophagy mod cell loss 18 h: also measured in Autophagy mod; calls as there; toxicity, %; measured here: cell loss, nuclei count;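 cell loss after 18 h compound exposure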
The depositor's hits bear a star; i = inactive; / = not tested or not shown.

SMILES	b-catenin transl	b-catenin transl cell count 5 µM	Dynein transport	Dynein transport cytoplasmic EGFP	Dynein transport nuclear GR-EGFP	Dynein transport cell count	Insulin prom up	Insulin prom up cell count	WT yeast gro inh	WT yeast gro inh mutant strain	CSM14.1 death rescue	MT stabilizer	MT stabilizer Hoechst-high %	MT stabilizer cytotoxicity %	XIAP antagonists	Autophagy mod	Autophagy mod cell loss 18 h	Lipid droplet	Lipid droplet cells 6.5 µM
Clc1ccccc1Cn1nnc(-c2cccs2)n1	-0.7	1081	-0.575	-0.149	-0.649	1.74	-0.57	1370	14.1	6.4	1.8%	3.3	1.5	3.8	0.6%	i	14.0	1.2	697
S=C(NNC(=S)NC1CC2CCC1C2)NC1CC2C=CC1C2 (stereo not drawn)	0.6	1172	-1.06	-0.28	-0.778	1.65	-0.61	1432	/	/	/	/	/	/	/	/	/	23.3	750
O=C(NCc1cccs1)C1CCCN(S(=O)(=O)c2ccc3c(c2)OCO3)C1 (stereo not drawn)	-2.2	1173	-0.516	-0.449	-0.4	0.3	0.01	1220	-0.7	7.0	-0.5%	3.8	2.3	5.5	-0.3%	i	8.1	/	/
O=C(c1cccc(Cl)c1)N1CCC(=O)N(C(COCc2cccc(Cl)c2)Cc2ccccc2)CC1 (stereo not drawn)	/	/	-0.127	-0.0849	0.259	0.678	-0.78	1303	52.2	-6.2	-3.5%	3.2	2.7	8.2	-7.3%	i	-8.2	-69.1	708
FC(F)(F)c1cccc(NCc2n[nH]c(=S)n2C2CCCCC2)c1	-0.5	1068	-0.868	-0.219	-0.496	0.779	-0.58	1114	10.5	3.4	/	2.8	2.8	10.7	-8.1%	i	-4.3	0.8	682
COc1ccc(OC)c(NC(=O)CCN2CC(C)OC(C)C2)c1 (stereo not drawn)	-6.1	1071	-1.24	-0.0648	-0.508	1.01	0.05	1290	13.5	26.4	-2.2%	3.3	2.9	10.5	0.5%	i	-1.3	/	/
O=C(NCCc1ccccc1)/C(=C\c1ccc([N+](=O)[O-])cc1)NC(=O)c1ccccc1	7.4	1454	-0.71	-0.227	-0.402	1.12	-1.01	1523	-7.3	1.6	-0.9%	0.6	1.1	10.6	-5.1%	i	28.9	/	/
O=C1c2ccccc2C(=O)N1CCCc1nc(-c2ccc(Cl)cc2)no1	-2.9	1133	-0.308	-0.155	-0.132	-0.342	-1.7	885	2.0	-10.1	-1.1%	7.8	1.1	2.8	-3.5%	/	/	/	/
CCSc1cnc(-c2ccccc2)n1CC	1.6	1379	-0.46	-0.103	-0.35	0.311	-0.21	1277	2.2	13.1	-0.8%	3.6	1.3	1.9	-5.7%	i	-3.5	/	/
OCC1(Cc2ccccc2)CCCN(Cc2cn[nH]c2-c2ccccc2)C1 (stereo not drawn)	1.1	1070	-0.0278	-0.372	-0.0221	1.02	-0.16	1428	-11.1	-5.0	-1.4%	3.7	2.5	6.6	-1.1%	i	-6.5	-20.6	721
Cc1cc2ncn(-c3ncnc4sc(C)c(C)c34)c2cc1C	-1.6	1144	0.0244	-0.187	-0.197	0.245	0.08	1239	28.8	43.5	3.2%	0.6	1.2	9.3	-2.2%	i	4.4	/	/
O=C(O)CCc1ccc(-c2ccc(F)cc2)n1CCC(=O)O	-1.3	1115	0.133	-0.0725	0.0104	0.861	0.05	1900	5.5	8.4	-1.6%	4.0	2.8	5.3	-5.2%	i	-0.6	1.1	484
Cc1ccc2c(c1)N(C(C)C(=O)NCc1ccc3c(c1)OCO3)C(=O)CO2 (stereo not drawn)	0.2	1324	0.291	-0.185	0.822	-1.06	0.38	854	/	/	/	/	/	/	/	/	/	7.1	638
CC1CCN(C(=O)CN(c2cccc(F)c2)S(C)(=O)=O)CC1	-0.2	1007	-0.761	-0.317	-0.153	1.37	0.27	1590	2.3	0.2	-1.8%	1.7	0.8	10.6	-3.6%	i	15.8	22.8	688
CCC(C(=O)OCC(=O)Nc1cc(C)ccc1OC)c1ccccc1 (stereo not drawn)	0.8	1108	0.698	-0.324	0.0206	-0.118	-1.36	1215	-2.1	10.3	-1.5%	4.0	1.4	7.5	-8.1%	i	8.1	-18.3	622
Cc1nnc2c3ccccc3c(Cl)nn12	0.1	984	-0.687	-0.225	0.0917	0.486	0.08	1428	-26.3	-18.4	-2.1%	2.8	1.4	5.0	-4.6%	i	6.1	-11.2	651
CCCCNC(=O)Nc1ccccn1	0.9	1036	-0.415	-0.251	-0.119	0.583	-0.22	898	2.0	1.5	0.7%	2.6	1.3	4.4	-6.2%	i	-0.7	-11.4	742
CSc1cccc(NC(=O)C2CCCN2S(=O)(=O)c2ccc3c(c2)CCC(=O)N3)c1 (stereo not drawn)	/	/	-0.624	-0.193	-0.0628	0.313	0.32	1307	5.9	16.8	-3.7%	2.7	2.8	10.0	-11.7%	i	19.9	-4.3	722
O=C(COc1ccc(Cl)cc1Cl)OCn1nnc2ccccc2c1=O	/	/	0.439	-0.0352	0.218	-0.506	/	/	7.0	2.8	-0.2%	1.6	1.9	9.4	-4.1%	i	-5.5	13.0	780
CCOC(=O)c1sc(NC(=O)c2ccccc2OC)nc1C	-2.0	1151	-0.602	-0.106	-0.32	0.348	-1.61	2020	-7.6	6.8	/	4.1	3.0	6.7	-2.1%	i	3.6	16.4	678
CC(=O)c1cccc(NC(=S)NC(=O)c2ccc(C)cc2)c1	0.2	1532	0.435	-0.36	-0.318	0.588	-0.05	1380	10.2	14.3	-0.5%	1.1	1.3	0.0	-2.0%	i	-1.9	-7.4	627
O=c1c2c3c(sc2n2cnnc2n1C1CCCCC1)CCC3	-1.3	1214	/	/	/	/	0.18	1125	/	/	-0.6%	/	/	/	3.2%	/	/	/	/
O=C(CN1CCN(Cc2ccc(F)cc2)C1=O)NCc1cccs1	1.7	1138	-0.493	-0.218	-0.232	0.27	0.52	983	-0.6	-0.5	0.3%	3.9	3.5	5.3	-11.1%	i	-24.8	/	/
O=C(OCc1ccccc1)/C(=C/c1ccc(Cl)cc1)NC(=O)c1ccccc1Cl	5.6	1441	-0.461	-0.168	0.461	0.0766	0.49	1425	-5.1	-8.1	-0.7%	1.8	1.7	5.4	-4.6%	i	8.5	/	/
COc1ccc(CCNC(=O)Cn2nnc(-c3ccc(OC)c(OC)c3)n2)cc1OC	0.6	1520	-0.573	1.02	-0.224	0.608	/	/	-7.2	1.9	1.3%	0.5	1.5	5.2	-4.4%	i	-2.6	33.8	689

Another view of some results above:
canonical_smiles | b-catenin transl | b-catenin transl cell count 5 µM | Dynein transport | Dynein transport cytoplasmic EGFP | Dynein transport nuclear GR-EGFP | Dynein transport cell count | Insulin prom up | Insulin prom up cell count | WT yeast gro inh | WT yeast gro inh mutant strain | CSM14.1 death rescue | MT stabilizer | MT stabilizer Hoechst-high % | MT stabilizer cytotoxicity % | XIAP antagonists | Autophagy mod | Autophagy mod cell loss 18 h | Lipid droplet | Lipid droplet cells 6.5 µM
COc1ccc(CCNC(=O)Cn2nnc(-c3ccc(OC)c(OC)c3)n2)cc1OC | 0.6 | 1520 | -0.573 | 1.02 | -0.224 | 0.608 | / | / | -7.2 | 1.9 | 1.3% | 0.5 | 1.5 | 5.2 | -4.4% | i | -2.6 | 33.8 | 689
O=C1c2ccccc2C(=O)N1CCCc1nc(-c2ccc(Cl)cc2)no1 | -2.9 | 1133 | -0.308 | -0.155 | -0.132 | -0.342 | -1.7 | 885 | 2.0 | -10.1 | -1.1% | 7.8 | 1.1 | 2.8 | -3.5% | / | / | / | /

Some of these compounds in order of the Dynein transport value, high to low.
Compound | Dynein transport
O=C(c1cccc(Cl)c1)N1CCC(=O)N(C(COCc2cccc(Cl)c2)Cc2ccccc2)CC1 (stereo not drawn) | -0.127
O=C(NCc1cccs1)C1CCCN(S(=O)(=O)c2ccc3c(c2)OCO3)C1 (stereo not drawn) | -0.516
COc1ccc(OC)c(NC(=O)CCN2CC(C)OC(C)C2)c1 (stereo not drawn) | -1.24
